Bioassay records (PubChem)
Giardia FBPA inh: qHTS Assay for Inhibitors of Fructose-1,6-bisphosphate Aldolase from Giardia Lamblia; A8B2U2; purified Giardia FBPA; Potency, µM (doses to about 59.6 µM), for inactives: at the highest dose activity, negative = inhibition, usual class: inhibitors; 290,000 compounds, 0.71% hits; active = well fitted inhibition curve with a large enough effect; inconclusive = small, poorly fitted or top-dose-only effect, or effect the other way; also: nearly all actives have a fitted effect of over 55% in size
Target sequence (A8B2U2 whole entry, looked up): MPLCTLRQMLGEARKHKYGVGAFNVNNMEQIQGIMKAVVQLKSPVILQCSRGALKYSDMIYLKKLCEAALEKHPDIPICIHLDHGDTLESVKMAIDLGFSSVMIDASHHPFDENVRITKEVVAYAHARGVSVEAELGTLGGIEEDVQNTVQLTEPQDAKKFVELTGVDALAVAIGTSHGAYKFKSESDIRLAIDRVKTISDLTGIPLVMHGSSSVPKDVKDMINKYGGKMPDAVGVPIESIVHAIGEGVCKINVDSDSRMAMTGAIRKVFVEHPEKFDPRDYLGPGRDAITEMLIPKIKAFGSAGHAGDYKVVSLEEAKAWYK
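40 nM FBPA preincubated 10 min at RT with compound (up to 57.5 uM final), then substrate plus GAPDH/TPI/NAD/arsenate coupling and diaphorase/resazurin added. Fluorescence read after 20 min at RT, 525/598 nm.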
Numbers without * were called inactive; ? = inconclusive; & = joins results of further samples; [ ] = remark or other dose. % is scaled to controls: 0 for no effect and ±100 for the full control effect; potency is read from the fitted curve at half-maximal effect. Some of the compounds tested (hit frequency here may not be typical).

SMILES	Giardia FBPA inh
CC(=O)N1CCC2(CC1)CN(C(c1ccccc1)c1ccccc1)C2	1%
O=C(c1ccncc1)N1CCC2(CC1)CCN(C(c1ccccc1)c1ccccc1)CC2	5%
C=Cc1ccc([C@H]2N[C@@H](C(=O)O)CC[C@@H]2C)cc1	1%[12.9 µM]
CC(C)(C)OC(=O)NCCCC1=CC2=CC(=O)C(C)(O)C(=O)C2=CO1 (stereo unspecified)	4%
COc1ccc(C2Oc3cc(OC)cc(OC)c3CC2O)cc1 (stereo unspecified)	-11%
O=C(c1ccco1)N1CCC2(CCCN(c3ccccc3)C2)CC1	-7%
COC(=O)C(C)c1ccc(C(=O)c2cccs2)cc1 (stereo unspecified)	7%
COCCn1c(=O)c(-c2cn(C)c3ccccc23)nc2cncnc21	-5%
CCCCCCCCCCCCCCCC(N)=O	3%
CC(C)C(C)/C=C/C(C)C1CCC2C3=CC=C4CC(O)CCC4(C)C3CCC21C (stereo unspecified)	-1%
COc1cccc(Cn2c(=O)c(-c3ccc(F)c(F)c3)nc3cncnc32)c1	-5%
CCOC(=O)CCN1C(=O)[C@H]2[C@H]3[C@H](O)[C@H](O)C/C(=N/NC(=O)OCC)[C@H]3CC[C@@H]2C1=O	1%[12.9 µM]
NCCCCCCNS(=O)(=O)c1ccc2c(Cl)cccc2c1	0%
COc1cccc(Nc2ncc3nc(C)c(=O)n(CCC#N)c3n2)c1	-20%
CCCCNc1nc(C)nc2c1nc(C)n2CCC	4%
Cc1cccc(CNc2ccnc(-c3ccc(N(C)C)cc3)n2)c1	?
O=C1CCC[C@@H](C2=CCCCC2=O)C1	2%[12.9 µM]
CCCCC/C=C\C/C=C\C/C=C\C/C=C\CCCCCC(=O)NCC(=O)O	2%
C[C@H]1COc2c(N3CCN(C)CC3)c(F)cc3c(=O)c(C(=O)NCc4ccco4)cn1c23	3%
C/C=C(\C)C(=O)C[Si](C)(C)c1ccccc1	1%
CCNc1ncc2nc(-c3ccc(Cl)cc3)c(=O)n(-c3ccccc3)c2n1	-3%
COC(=O)N1CCC2(CC1)CN(C(=O)Nc1cccc(C#N)c1)C2	7%
CC1=CC(=O)c2c(O)cccc2C1=O	?
C[C@H](N)Cc1cnc[nH]1	2%
CCOC(=O)OCC1OC(c2ccccc2)C=CC1Oc1ccc(F)cc1C (stereo unspecified)	-2%[12.9 µM]
CC1COc2ccccc2C1=O (stereo unspecified)	3%
COC(=O)N1CC=CC1(C)C(=O)NCc1ccc(C)o1 (stereo unspecified)	-16%
COC(=O)[C@@]1(Cc2ccccc2)[C@H]2c3cc(C(=O)N(C)C)n(Cc4cc(F)c(F)c(F)c4)c3C[C@H]2CN1C(=O)c1ccccc1	-6%
O=c1ccc2c(OCCCCc3ccccc3)c3ccoc3cc2o1	1%
CC(C)OC(=O)Nc1cccc(Cl)c1	-7%
N[C@H](C(=O)O)c1ccc(O)c(C(=O)O)c1	-8%
CO[C@@]1(NC(=O)CSCC#N)C(=O)N2C(C(=O)O)=C(CSc3nnnn3C)CSC21 (stereo partly specified)	?
CN1CCN(c2nc(-c3cccc(C#N)c3)nc3ccccc23)CC1	0%
O=S(=O)(c1ccccc1)N1CCC2(CCCN(C(c3ccccc3)c3ccccc3)C2)CC1	7%
C=CCN1CCC2(C)c3cc(O)ccc3CC1C2C (stereo unspecified)	-2%
CCN(CC)CCCCn1c(-c2ccccc2)nc2c(NC3CCCCC3)nc(C)nc21	3%
CC(=O)N[C@@H]1CCSC1=O	5%[21.7 µM]
NC(=O)NCCC[C@H](N)C(=O)O	-1%
O=c1c(-c2ccc(F)cc2)nc2cnc(N3CCOCC3)nc2n1C1CC1	-2%
NC(=NCCC[C@H](N)C(=O)O)N[N+](=O)[O-]	4%&-3%
CN1CCC2(CC1)CCN(S(=O)(=O)c1ccccc1)CC2	1%
COCCn1c(=O)c(-c2ccc(F)cc2)nc2cnc(OCc3ccccc3)nc21	0%
COc1ccc2c(c1)O[C@H](c1ccc3c(c1)OCO3)[C@@H](OC(=O)NCCc1ccc(OC)c(OC)c1)C2=O	-1%
CNc1nc(-c2ccc3c(c2)OCO3)nc2ccccc12	-8%
NC(CCCP(=O)(O)O)C(=O)O (stereo unspecified)	1%
CCCCC/C=C\C[C@@H](O)/C=C/C=C\CCC(=O)O	4%
CC(=O)OC[C@@]12C(=O)[C@@H](O)[C@@H](C)[C@]3(C[C@@H](c4ccoc4)O[C@@H]3OC(C)=O)[C@H]1CCC[C@]21CO1	-1%
Cc1nc2cnc(N3CCNCC3)nc2n(Cc2cccs2)c1=O	5%
COc1ccc(C(=O)N2CCC[C@@]3(CCN(Cc4ccncc4)C3)C2)cc1	-3%
CCCNC(=O)OC[C@@H]1O[C@H](CCO/N=C2\c3cc(OC)ccc3O[C@H](c3cccc(OC)c3)[C@H]2O)C=C[C@@H]1Oc1ccc(OC)cc1	1%[12.9 µM]

The list goes on.
SMILES	Giardia FBPA inh
N#CCCn1c(=O)cnc2cnc(Nc3ccccc3)nc21	-5%
N#Cc1ccccc1-c1ccc2ncnc(NCc3cccnc3)c2c1	5%
COCCn1c(=O)c(-c2ccc(Cl)cc2)nc2cnc(Oc3cccc(Cl)c3)nc21	-1%
N#Cc1cccc(NC(=O)N2CC[C@@]3(CCCN(C(=O)Oc4ccccc4)C3)C2)c1	-9%
C[N+]1(C)CCO[C@](O)(c2ccc(-c3ccc([C@]4(O)C[N+](C)(C)CCO4)cc3)cc2)C1	-1%[21.7 µM]
Cc1cnc(CNc2ncnc3ccc(-c4ccc(C(=O)N(C)C)cc4)cc23)cn1	-4%
Cc1cc2c(nc1C)CCCCN2C[C@H](O)CN1CCCc2nc(-c3ccc(Br)cc3)ccc21	-4%[12.9 µM]
COc1cc(OC)c2c(c1)OC(c1ccccc1)CC2=O (stereo unspecified)	-10%
Cc1cc(C)c(S(=O)(=O)Nc2cccc(C(F)(F)F)c2)c(C)c1	-16%
O=P(c1ccccc1)(c1ccccc1)N1CC2(CC2)CC(O)(c2ccccc2)C1 (stereo unspecified)	6%
CCCCNC(=O)C(c1ccc(OCC(=O)OC)c(C(=O)OC)c1)N(CCC1=CCCCC1)C(=O)CCCCCN1C(=O)NC(c2ccc(-c3ccccc3)cc2)C(C(=O)OCc2ccccc2)=C1C (stereo unspecified)	6%
COCCN1C(=O)N[C@@H](c2cccc(C(F)(F)F)c2)[C@H](C(=O)OC)[C@H]1C	7%[12.9 µM]
CO[C@H]1COC(=O)C/C=C\[C@H](C)[C@@H](OC)COC(=O)[C@H](C)COC(=O)C/C=C\[C@@H]1C	3%[12.9 µM]
CC(C)(C)c1ccc(S(=O)(=O)/C=C/C#N)cc1	0%
C(=C\c1nc(-c2ccccc2)oc1Nc1ccc2ccccc2c1)/c1ccccc1	-3%
C=C(C)C(=O)c1ccc(F)cc1	2%
NCCC[C@@H](CC(=O)N[C@@H]1CCCC[C@H]1C(=O)N[C@H](CC(=O)N[C@@H](CCC(=O)O)CC(=O)O)Cc1ccccc1)NC(=O)C[C@H](CO)NC(=O)[C@@H]1CNCC[C@H]1N	-19%
C=C(C)[C@H]1[C@H]2OC(=O)[C@@H]1[C@]1(O)C[C@H]3O[C@]34C(=O)O[C@H]2[C@@]14C	1%[21.7 µM]
COc1ccccc1CCn1c(=O)c(-c2ccc(F)c(F)c2)nc2cncnc21	-3%
COC(=O)NC(c1ccco1)[C@@]1(C(=O)OC)CCCC1=O (stereo partly specified)	2%[12.9 µM]
COc1ccc(CNc2ccnc(-c3cccc(C#N)c3)n2)c(OC)c1	-11%
Cc1ncc(CN2CC=C(c3ccccc3)CC2)c(N)n1	-14%
Cc1nc2cnc(N3CCNCC3)nc2n(-c2ccccc2)c1=O	-1%
COCC(=O)N1CCC2(CCCN(c3ccccn3)C2)CC1	-21%
C[C@@H]1C=C[C@](Cc2ccccc2)(C(=O)NCCN2CCOCC2)N1C(=O)c1ccccc1	2%
NC(Cc1c[nH]c2ccccc12)C(=O)O (stereo unspecified)	-19%
C=CCC1(O)C=CCC2C3C4C(OC(C)(C)C)C2C1C34 (stereo unspecified)	0%[12.9 µM]
CC1OCC23CC[C@@]4(C)CCC(C)(C)C[C@H]4[C@]2(C)CCC12C3CC[C@@]1(C)C2C(=O)CC(=O)[C@@H]1C (stereo partly specified)	5%
c1ccc(CNc2oc(-c3ccccc3)nc2-c2ccccc2)cc1	-1%
CC(=O)OCC1OC(C#CCCc2ccccc2)C=CC1OC(C)=O (stereo unspecified)	3%[12.9 µM]

Rewritten as labelled records: entries from further up
> COc1ccc(CNc2ccnc(-c3cccc(C#N)c3)n2)c(OC)c1
  Giardia FBPA inh = -11%
> Cc1ncc(CN2CC=C(c3ccccc3)CC2)c(N)n1
  Giardia FBPA inh = -14%
> Cc1nc2cnc(N3CCNCC3)nc2n(-c2ccccc2)c1=O
  Giardia FBPA inh = -1%
> COCC(=O)N1CCC2(CCCN(c3ccccn3)C2)CC1
  Giardia FBPA inh = -21%

An excerpt of these results, with bars between the fields:
Molecule | Giardia FBPA inh
COCC(=O)N1CCC2(CCCN(c3ccccn3)C2)CC1 | -21%
C[C@@H]1C=C[C@](Cc2ccccc2)(C(=O)NCCN2CCOCC2)N1C(=O)c1ccccc1 | 2%
NC(Cc1c[nH]c2ccccc12)C(=O)O (stereo unspecified) | -19%
C=CCC1(O)C=CCC2C3C4C(OC(C)(C)C)C2C1C34 (stereo unspecified) | 0%[12.9 µM]
CC1OCC23CC[C@@]4(C)CCC(C)(C)C[C@H]4[C@]2(C)CCC12C3CC[C@@]1(C)C2C(=O)CC(=O)[C@@H]1C (stereo partly specified) | 5%
c1ccc(CNc2oc(-c3ccccc3)nc2-c2ccccc2)cc1 | -1%
CC(=O)OCC1OC(C#CCCc2ccccc2)C=CC1OC(C)=O (stereo unspecified) | 3%[12.9 µM]

(listing goes on)
SMILES	Giardia FBPA inh
Cc1cnc(CNc2cc(-c3ccc(C(=O)N(C)C)cc3)ncn2)cn1	0%
COc1ncc2nc(-c3ccc(Cl)cc3)c(=O)n(Cc3cccs3)c2n1	6%
COc1cc(OC)c2c(=O)c(O)c(-c3ccc(OC)c(OC)c3)oc2c1	7%
CC(=O)c1c(O)c(C)c(O)c(Cc2c(O)c3c(c(C(=O)/C=C/c4ccccc4)c2O)OC(C)(C)C=C3)c1O	-25%&-1%
CC(C)(C)c1o[nH]c(=O)c1C[C@H](N)C(=O)O	-7%
O=c1c(O)c(-c2ccccc2)oc2ccccc12	1%
O=S(=O)(c1ccccc1)N1CCC2(CCN(Cc3nccs3)CC2)CC1	13%
C[C@@](N)(C(=O)O)c1ccc(P(=O)(O)O)cc1	4%
CC(=O)OC[C@@H]1O[C@@H](O/N=C2/C[C@@H](O)[C@@H](O)[C@@H]3[C@@H]4C(=O)N(Cc5ccccc5)C(=O)[C@H]4CC[C@@H]23)[C@H](OC(C)=O)[C@H](OC(C)=O)[C@@H]1OC(C)=O	0%[12.9 µM]
O=C(O)CCCC/C=C\C[C@@H](O)/C=C/C=C/C=C\[C@@H](O)CCCC(=O)O	0%
C=C1C(=O)O[C@@H]2[C@H]3O[C@]3(C)CCC=C(C)CC[C@@H]12	2%&7%
Cc1cnc(CNc2cc(-c3ccccc3CN(C)C)ncn2)cn1	-2%
CN1CCN(c2ncnc3ccc(-c4cccc(NS(C)(=O)=O)c4)cc23)CC1	-2%
COC(=O)[C@@]1(Cc2ccc(OC)cc2)[C@H]2c3cc(C(=O)N(C)C)n(CCc4c[nH]c5ccc(O)cc45)c3C[C@H]2CN1C(=O)c1ccccc1	-5%
COC(=O)C/C=C1\c2ccccc2[C@H](OC)[C@H]1C	1%[12.9 µM]
COc1ccc(NC(=O)N2CC3(CCN(C(C)=O)CC3)C2)cc1	2%
CC/C=C\C/C=C\C/C=C\C/C=C\C/C=C\CCCC(=O)NCCCC(=O)O	3%
CCC(C)C(=O)OC1C(O)C2C(CN3CC(C)CCC3[C@]2(C)O)C2C[C@]34O[C@@]5(O)C(OC(=O)C(C)(O)C(C)O)CCC3(C)C5C(OC(C)=O)C(OC(C)=O)C4[C@@]21O (stereo partly specified)	0%
CC1CCC2C(=O)N3C(CCC(C)C3c3ccc(-c4ccco4)cc3)C(=O)N2C1c1ccc(-c2ccco2)cc1 (stereo unspecified)	-1%[12.9 µM]
C[C@H](N)[C@H](O)c1ccc(O)c(O)c1	7.1µM*
Nc1ncn([C@H]2O[C@@H](CO)[C@@H](O)[C@@H]2O)c(=O)n1	1%[21.7 µM]
COC(=O)[C@@]1(Cc2ccc(F)cc2)[C@H]2c3cc(C(=O)N4CCCC4)n(C[C@H](O)CO)c3C[C@H]2CN1C(=O)c1ccccc1	6%
CN(C)c1ccc(/C=C2\CCCN=C2c2cccnc2)cc1	-12%
COc1cccc([C@@H]2Oc3ccc(Br)cc3C(=O)[C@H]2OC(=O)NCCc2ccc(OC)c(OC)c2)c1	3%
C=CCOCC/C=C1/c2ccccc2C(OC)C1C (stereo unspecified)	2%[12.9 µM]
O=C1NC(O)=NC1(c1ccccc1)c1ccccc1	-10%
Cc1nc(NCc2ccccc2)c2nc(-c3ccccc3)n(CCCN3CCCCC3C)c2n1 (stereo unspecified)	6%
COCC(=O)N1CCC[C@@]2(CCN(C(=O)Nc3ccccc3)C2)C1	1%
CC(C)[C@@H](OCc1ccccc1)[C@H](C)/C=N\O[C@@H](C)c1cn([C@@H]2COC[C@@H]2O)nn1	0%[12.9 µM]
CCCN1CCc2cc(O)cc3c2C1Cc1ccc(O)c(O)c1-3 (stereo unspecified)	?
CCC1=C2CC[C@H]3C(=O)N(C)C(=O)[C@H]3[C@H]2[C@@]2(C)C(=O)N(CC3CC3)C(=O)N2C1=O	5%
COc1cc(OC)c2c(c1)OC(c1ccc(OC)c(OC)c1)C(O)C2 (stereo unspecified)	-2%
